Screening results (PubChem BioAssay)
EPAC1 ag: EPAC1 (human) agonism; EPAC1 agonist qHTS, biochemical assay; response scale: 100% = response to 6.5 mM cAMP; Potency, µM (series often up to 154 µM), without a hit: top-dose activation, usual class: activators; AID 720707; O95398; 360,000 compounds, 0.073% hits; further: potency means the concentration at half of the fitted maximal effect; nearly all actives have a fitted effect of over 60% in size
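Read-out is the fluorescence drop as BODIPY-GDP leaves Rap1B (480 nm excitation, 540 nm emission), recorded every 5 minutes over 30 minutes. Reactions held 100 nM EPAC1, 250 nM Rap1B–BODIPY-GDP and 50 uM GDP, with 6.5 mM cAMP setting full activation.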
WRN helicase inh: blocks human WRN helicase; Q14191; WRN helicase unwinding, fluorescent forked duplex, kinetic; Potency, µM (top dose mostly 114 µM), for inactives: at the highest dose activity change, negative = inhibition, most hits filed as inhibitors; 360,000 compounds, 0.46% hits; further: potency means the concentration at half of the fitted maximal effect; on the % scale 0 is the no-effect control and ±100 the full control effect; nearly all actives have a fitted effect of over 55% in size
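WRN at 20 nM final preincubated with compound 15 min at room temperature; reaction started with 100 nM fluorophore/quencher forked duplex oligonucleotide and 2 mM ATP final. Unwinding followed kinetically by red fluorescence (ex 525, em 598 nm).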
Abeta rescue: A-beta toxicity reversal in yeast; yeast expressing A-beta42, growth rescue, OD600, 48 h; response scale: 0% DMSO, 100% iron-clioquinol control; Potency, µM (titrated, usually from 46.1 µM), for inactives: at the highest dose growth rescue, usual class: activators; 410,000 compounds, 0.063% hits; further: potency means the concentration at half of the fitted maximal effect; nearly all actives have a fitted effect of over 55% in size
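Growth rescue measured by 600 nm absorbance after 48 h yeast culture at 30 C with compound. Values normalized between DMSO and an equimolar ferric chloride plus clioquinol control.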
FUS yeast rescue: suppressors of FUS proteinopathy in yeast; S. cerevisiae FUS-expressing, growth rescue, OD600, 24 h; Potency, µM (titrated, usually from 76.6 µM), for the others: top-dose growth rescue (activation), hits mostly activators; 390,000 compounds, 0.24% hits;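 further: potency means the concentration at half of the fitted maximal effect; plate controls were DMSO vehicle for no effect and reference control for full effect; nearly all actives have a fitted effect of over 55% in size; some results filed as inactive show a strong effect at the top dose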
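Steps: raffinose overnight preculture; dilution to OD 0.005 in 2% galactose minimal medium; compound addition (concentration series); 24hr at 30C, 99% humidity; absorbance read at 600 nm.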
EPAC1 antagonist: blocks human EPAC1 exchange factor | 360,000 compounds, 0.14% hits | EPAC1 GEF assay, Rap1b-BODIPY-GDP exchange fluorescence | Potency, µM (titrated, usually from 115 µM), without a hit: at the highest dose activity change, negative = inhibition, hits mostly inhibitors | O95398;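 further: potency means the concentration at half of the fitted maximal effect; plate controls were vehicle for no effect and positive control for full effect; nearly all actives have a fitted effect of over 50% in size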
PI5P4K alpha inh: PI5P4K alpha (human) kinase inhibition. PI5P4Kalpha enzyme, ADP-Glo luminescence, 60 min; active compounds read low. P48426. AID 652105. max response, %. 330,000 compounds, 1.2% hits; active means max response of -50% or lower; inconclusive means between -30% and -50%; inactive means -30% or higher; further: value at the top dose of about 77 µM; on the % scale 0 is the no-effect control and ±100 the full control effect
Target sequence (P48426 whole entry, looked up): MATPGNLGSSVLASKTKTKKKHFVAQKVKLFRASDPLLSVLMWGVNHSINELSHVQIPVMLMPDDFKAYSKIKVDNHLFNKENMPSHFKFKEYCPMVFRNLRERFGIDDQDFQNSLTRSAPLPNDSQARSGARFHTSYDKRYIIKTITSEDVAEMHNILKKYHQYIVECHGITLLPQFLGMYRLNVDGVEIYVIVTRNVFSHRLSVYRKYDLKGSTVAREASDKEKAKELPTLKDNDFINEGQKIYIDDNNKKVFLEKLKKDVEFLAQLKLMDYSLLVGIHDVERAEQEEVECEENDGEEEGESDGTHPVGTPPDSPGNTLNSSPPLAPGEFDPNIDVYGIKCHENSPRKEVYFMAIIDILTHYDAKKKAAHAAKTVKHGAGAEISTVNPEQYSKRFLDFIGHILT
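Compounds were pin-transferred onto PI5P4Kalpha and substrate in HEPES pH 7.4 buffer with EGTA, CHAPS and 5% DMSO. ATP (5 microM final) started the reaction, which ran 60 minutes at room temperature before ADP-Glo detection.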
IL-2 act: IL-2 activation; IL-2 activation reporter assay, cell-based qHTS; stimulated with anti-CD3/CD4/CD28 beads; in transgenic mouse T cells; activation, % (series mostly up to about 46 µM); 360,000 compounds, 0.065% hits; in the data active means activation above about 50%; inconclusive means mostly about 30% to 49%; further: 0% is about no effect
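EGFP and DsRed fluorescence is measured by plate cytometry in unstimulated transgenic mouse T cells exposed to compound for 60 minutes, then stimulated 18 hours at 37 degrees C with anti-CD3/anti-CD4 beads plus anti-CD28.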
PLK1 PBD inh: PLK1 (human) polo-box domain binding inhibition; P53350; Plk1 PBD binding of FITC phosphopeptide, fluorescence polarization; Potency, µM, for the others: max response, negative = inhibition, most hits filed as inhibitors; 360,000 compounds, 2.8% hits; further: potency means the concentration at half of the fitted maximal effect; series mostly up to about 57 µM; on the % scale 0 is the no-effect control and ±100 the full control effect; nearly all actives have a fitted effect of over 65% in size
Target sequence (P53350 whole entry, looked up, the tested form may be a part): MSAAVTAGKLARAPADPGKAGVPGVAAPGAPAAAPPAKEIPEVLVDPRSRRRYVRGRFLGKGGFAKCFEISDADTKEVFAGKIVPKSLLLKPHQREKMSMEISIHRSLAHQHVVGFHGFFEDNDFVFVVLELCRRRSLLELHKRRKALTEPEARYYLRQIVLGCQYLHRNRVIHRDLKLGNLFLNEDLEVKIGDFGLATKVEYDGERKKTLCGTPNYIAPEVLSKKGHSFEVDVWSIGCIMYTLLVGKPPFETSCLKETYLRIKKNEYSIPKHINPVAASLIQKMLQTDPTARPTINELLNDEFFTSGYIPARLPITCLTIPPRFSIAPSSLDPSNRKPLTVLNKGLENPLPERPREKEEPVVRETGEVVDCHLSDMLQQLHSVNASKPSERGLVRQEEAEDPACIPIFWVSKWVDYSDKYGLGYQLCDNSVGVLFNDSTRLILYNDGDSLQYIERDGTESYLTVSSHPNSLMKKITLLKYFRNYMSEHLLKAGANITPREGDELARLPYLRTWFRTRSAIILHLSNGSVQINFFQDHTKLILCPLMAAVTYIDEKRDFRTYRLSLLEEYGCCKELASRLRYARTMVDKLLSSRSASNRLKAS
The depositor's hits bear a star; ? = inconclusive; · = no result given; [ ] = remark or other dose. Unless noted, the call rests on the fitted dose curve; in most records, active means well fitted curve in the direction sought with a large enough effect; inconclusive means small, poorly fitted or top-dose-only effect, or another doubt; inactive means no such curve, though single readings can be large; an effect the other way counts as inactive or inconclusive.

SMILES	EPAC1 ag	WRN helicase inh	Abeta rescue	FUS yeast rescue	EPAC1 antagonist	PI5P4K alpha inh	IL-2 act	PLK1 PBD inh
COc1ccc(S(=O)(=O)N2CCOCC2)cc1NC(=O)CN1C(=O)NC(C)(C2CC2)C1=O (stereo not drawn)	5%	5%	-4%	·	1%	-6	-0.6	-5%
CC(C)Cn1c(=O)c2sccc2n2c(CCCC(=O)NC3CCN(Cc4ccccc4)CC3)nnc12	6%	5%	-10%	5%	16%	-3	-0.5	-6%
O=c1[nH]c2cc3c(cc2cc1CN(Cc1ccco1)C(=S)NCCCN1CCOCC1)OCCO3	2%	3%	3%	13%	-18%	1	-0.6	-4%
Cc1cccc(NC(=O)Nc2ccc(S(=O)(=O)Nc3onc(C)c3C)cc2)c1	18%	-10%	-2%	4%	-9%	-3	0.2	-11%
COc1cc(SC)ccc1C(=O)OCC(=O)NC(=O)NC(C)C	8%	-6%	14%	-18%	6%	7	-2.0	-11%
Cc1occc1C(=O)N(C)Cc1nc(-c2ccccc2)no1	-4%	4%	-7%	16%	8%	2	-0.6	-5%
Cc1ccc(NC(=O)COC(=O)CN2C(=O)NC3(CCCC3)C2=O)cc1Cl	5%	-6%	6%	-5%	-1%	-6	-0.1	3%
O=C(Nc1cccc(Cl)c1)N(Cc1nc2ccccc2c(=O)[nH]1)C1CCCC1	16%	-11%	-1%	31%	-5%	-1	0.3	-6%
CC(=O)Nc1ccc(S(=O)(=O)N2CCN(C(=O)Cc3ccccc3)CC2)cc1	5%	-11%	-4%	4%	-8%	-5	-0.5	27µM*
O=C(NCc1ccc2c(c1)OCO2)c1ccc(Br)cc1	2%	6%	-74%[inhibitor]	-15%	-29%	1	3.5	-14%
COc1ccc(NS(=O)(=O)c2cccs2)cc1S(=O)(=O)N1CCCCC1	-3%	10%	6%	13%	-8%	2	-3.2	-5%
Oc1ccc2ccccc2c1C=Nc1ccc(N2CCOCC2)cc1	?	?	-36%[inhibitor]	0%	-28%	2	0.2	-8%
O=C(NCc1cccnc1)Nc1cccc(Cl)c1	11%	1%	9%	-15%	-1%	2	0.8	-14%
Cc1ccc(C(C)C)c(OCC(=O)c2c(O)c3ccccc3oc2=O)c1	-5%	2%	-10%	7%	6%	-12	0.5	?
S=C1NC[C@H](CC2CCCCC2)N1CCCCC1CCCCC1	-3%	4%	1%	-13%	-18%	-7	0.6	-9%
CC(=O)c1ccc(N(C(=O)Cn2nnc3ccccc32)C(C(=O)NCc2ccccc2)c2ccccn2)cc1 (stereo not drawn)	-3%	-2%	6%	·	12%	1	0.3	-1%
Cc1occc1C(=O)NC(C)C1CCCO1 (stereo not drawn)	-4%	-3%	0%	-4%	1%	·	-2.2	-9%
COC(=O)Nc1nnc(SCc2ccc(C)cc2)s1	-2%	6%	-7%	48%	-12%	-15	0.5	-10%
O=C(NCc1ccc2c(c1)OCO2)c1ccc(CSCc2ccccc2Cl)o1	-1%	5%	2%	·	-1%	-2	-1.8	-7%
O=C(O)CCSC(=S)N1CCOCC1	-5%	7%	-1%	8%	-18%	0	-1.8	-22%
Cc1cc([N+](=O)[O-])cc(C)c1OCC(=O)N/N=C/c1ccc(OC(=O)c2ccccc2Br)cc1	8%	10%	-7%	·	-19%	-7	-3.7	-8%
Cc1ccc(-c2cc(C(=O)NCCCN3CCOCC3)c3ccc(Cl)c(C)c3n2)cc1	0%	6%	10%	-1%	7%	35	-2.8	-4%
CC(C)(C)OC(=O)N1CCCC(C(=O)Nc2cccc(C(=O)N3CCCCC3)c2)C1 (stereo not drawn)	-10%	-6%	-3%	6%	-12%	2	0.1	6%
O=C(NC1CCOC1)c1ccc(OC2CCN(CCc3ccccc3)CC2)cc1 (stereo not drawn)	8%	7%	0%	7%	-2%	-1	0.2	-13%
CC(C)(C)OC(=O)N1CCC(Cc2cc(-c3cccnc3)no2)(C(=O)O)CC1	-6%	4%	1%	1%	1%	-1	0.5	7%
N#C/C(=N\Nc1ccc([N+](=O)[O-])cc1)C(=N)N1CCOCC1	-3%	-7%	0%	10%	12%	-1	-0.3	-6%
CCC(C)NC(=O)C1c2ccccc2C(=O)N1Cc1ccccc1 (stereo not drawn)	11%	-2%	9%	9%	-14%	2	-1.7	-7%
CCCOc1ccc(C2c3c(oc4ccccc4c3=O)C(=O)N2CCCN2CCOCC2)cc1 (stereo not drawn)	-1%	-4%	9%	19%	7%	·	-1.5	-25%
COc1ccc(-n2c(N)c(Br)c(=O)[nH]c2=O)cc1	2%	-3%	0%	11%	8%	·	-0.8	-9%
COc1cccc(/C=N/Nc2ncnc3c2ncn3Cc2ccccc2)c1O	-11%	-8%	15%	·	-14%	?	-0.2	-16%
Clc1ccccc1OCCN1CCCCC1	5%	1%	-11%	-28%	-4%	·	1.3	-6%
CCCNc1nc(-c2cc(-c3ccc(Cl)cc3)on2)cc(C(C)C)n1	-6%	3%	-11%	-12%	-27%	18	0.1	-15%
COc1ccc(-n2ncc3c(NCCCN4CCOCC4)ncnc32)cc1	6%	-3%	-15%	7%	13%	·	-4.3	-11%
COc1ccccc1CNC(=O)CSc1nc2c(oc3ccccc32)c(=O)n1CC1CCCO1 (stereo not drawn)	2%	-7%	6%	12%	-4%	-3	-0.1	-4%
C=CCn1cccc(C(=O)Nc2ccc(OC)cc2OC)c1=O	-9%	-1%	-1%	8%	-7%	-22	-0.2	27µM*
CCOC(=O)c1ccccc1NC(=O)CSc1nc2ccccc2c(=O)n1CCCN1CCOCC1	-3%	-4%	3%	12%	20%	1	0.1	2%
CC1CCc2sc3ncnc(N4CCN(C)CC4)c3c2C1 (stereo not drawn)	-1%	15%	-1%	0%	-1%	0	0.1	-2%
COc1ccccc1CNC(=O)c1cccnc1	3%	-22%	16%	-14%	1%	0	-0.2	-11%
O=C(Nc1nc2c(F)cc(F)cc2s1)C1CCN(C(=O)c2ccc(F)cc2)CC1	13%	-4%	-6%	17%	-12%	?	-0.6	-14%
Cc1ccc(CNS(=O)(=O)c2ccc(CN3C(=O)c4cccnc4C3=O)cc2)o1	-2%	9%	6%	8%	0%	2	-3.9	-19%
C[C@@H]1CN([C@@H](C)CO)C(=O)c2cc(NC(=O)Nc3ccccc3)ccc2O[C@@H](C)CCCCO[C@H]1CN(C)C(=O)Nc1ccc(C(F)(F)F)cc1	-9%	-10%	7%	37%	-4%	6	-3.5	-16%
CNC(=S)NNC(=O)COc1ccccc1C	7%	-18%	-2%	-9%	9%	·	-0.5	-12%
Cc1nc2ncnn2c(N2CCN(C(=O)c3cccc(F)c3)CC2)c1Cc1ccccc1	-4%	4%	2%	32%	11%	·	0.6	-2%
COc1cccc(-c2c(C(=O)N/N=C/c3sccc3C)nnn2-c2nonc2N)c1	7%	-5%	11%	26%	-18%	0	-1.4	-29%
O=C(N/N=C/c1ccc(O)cc1)c1cccc(C(F)(F)F)c1	0%	-31%	19%	·	-4%	1	-0.2	-19%

Structures shown so far containing fluorine:
SMILES	EPAC1 ag	WRN helicase inh	Abeta rescue	FUS yeast rescue	EPAC1 antagonist	PI5P4K alpha inh	IL-2 act	PLK1 PBD inh
O=C(Nc1nc2c(F)cc(F)cc2s1)C1CCN(C(=O)c2ccc(F)cc2)CC1	13%	-4%	-6%	17%	-12%	?	-0.6	-14%
C[C@@H]1CN([C@@H](C)CO)C(=O)c2cc(NC(=O)Nc3ccccc3)ccc2O[C@@H](C)CCCCO[C@H]1CN(C)C(=O)Nc1ccc(C(F)(F)F)cc1	-9%	-10%	7%	37%	-4%	6	-3.5	-16%
Cc1nc2ncnn2c(N2CCN(C(=O)c3cccc(F)c3)CC2)c1Cc1ccccc1	-4%	4%	2%	32%	11%	·	0.6	-2%
O=C(N/N=C/c1ccc(O)cc1)c1cccc(C(F)(F)F)c1	0%	-31%	19%	·	-4%	1	-0.2	-19%

Other results:
SMILES	EPAC1 ag	WRN helicase inh	Abeta rescue	FUS yeast rescue	EPAC1 antagonist	PI5P4K alpha inh	IL-2 act	PLK1 PBD inh
CC1(C)Cc2cccc(C(=O)NC3CCN(Cc4ccccc4)CC3)c2O1	6%	-4%	-8%	1%	7%	-5	-3.7	-1%
COc1ccc(CC(=O)Nc2ccccc2NC(=O)c2ccco2)cc1OC	2%	9%	-6%	-3%	4%	3	-1.8	-3%
CCSc1ncc(/C=N/Nc2ccccc2)n1C	3%	5%	-2%	11%	-19%	-20	-0.9	7.5µM*
Cc1ccc(NC(=O)CSc2nnc(CCC(=O)O)c(=O)[nH]2)cc1	-3%	-5%	-8%	-1%	5%	-1	0.6	-7%
O=C(C[n+]1ccc(C(=O)c2ccccc2)cc1)Nc1ccc(C(F)(F)F)cc1	-2%	2%	6%	24%	13%	3	-0.6	-15%
O=C(CNC(=O)c1ccc(Br)cc1)Nc1ccc2c(c1)CCC2	-3%	-17%	6%	·	1%	-3	2.6	-3%
Oc1ccc(-c2csc(Nc3ccccn3)n2)cc1	7%	-1%	28%	6%	-21%	5	-0.1	7%
Cc1cccc(C)c1NC(=O)CN(C)C(=O)CC1CC2CCC1C2 (stereo not drawn)	4%	2%	8%	·	6%	-2	0.7	3%
Cc1ccnc2ccc(SC(F)(F)F)cc12	-2%	-4%	0%	-31%	-7%	0	-1.4	-10%
C[C@@H]1CN([C@@H](C)CO)C(=O)c2cc(Br)cnc2O[C@@H]1CN(C)Cc1ccc(Oc2ccccc2)cc1	-7%	-3%	13%	1%	-9%	-3	1.9	4%
O=C(NCC1CCCO1)c1ccc(S(=O)(=O)N2CCC(c3nc4ccc(Cl)cc4[nH]3)CC2)cc1 (stereo not drawn)	7%	-8%	8%	7%	-5%	·	0.7	-7%
Cn1ncc(Cl)c1C(=O)Nc1sc2c(c1C(N)=O)CCC2	-1%	-3%	-11%	31%	17%	-7	5.1	-24%
COC(=O)C1=C(C)N(c2ccc(OC)cc2)C(C)=C(C(=O)OC)C1c1ccccc1	2%	-8%	-1%	?	-16%	12	-0.7	1%
O=[N+]([O-])c1ccc(CS(=O)(=O)c2ncn[nH]2)cc1	-4%	4%	-3%	-7%	6%	3	0.0	-3%
COC(=O)C1=C(O)/C(=C\c2ccc(CNC(=O)C(=O)Nc3ccc(C)cc3)o2)N=C1C	-5%	?	-3%	?	30%[activator]	-12	-1.9	-28%
COC(=O)/C(=C/c1ccc(F)cc1)NC(C)=O	5%	-5%	-6%	·	?	7	1.9	-11%
Cn1c(NCc2ccco2)nc2c1c(=O)n(Cc1ccc(Br)cc1)c(=O)n2C	10%	1%	25%	21%	9%	·	1.6	-3%
CNc1cncc(-c2cccc(OC)c2F)n1	10%	-4%	-27%	-2%	1%	1	-0.5	6%
